# Source: PubChem (several laboratories)
# Fibroblast inh – blocks proliferation of human lung fibroblasts; viability, % at 10 µM; LL 47 human lung fibroblast viability, ATP luminescence; stronger effect = lower value; 85,000 tested, 1.1% active; AID 719;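 active = viability at or below 50% in the single dose screen; inactive = viability above 50%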;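 note: compound exposure lasted 72 h before the ATP readout; 100% = median luminescence of untreated cell-only wells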
#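 material = human LL 47 lung fibroblast cells | dosing = compounds added from tenfold dosing solution, 0.1% DMSO final | timing = overnight cell rest, 72 h compound treatment at 37 °C | measured by = CellTiter-Glo luminescence measuring cellular ATP | evaluation = % viability versus median cells-only luminescence | control set = cell-only wells, no compound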
# S1P2 antag – S1P2 (human) receptor antagonism. O95136. cell-based S1P2 antagonist assay, inhibition at 5 uM. inhibition, % at 5 µM. 97,000 tested, 0.21% active; in the data active = inhibition above about 45%;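 note: CRE beta-lactamase reporter cells expressing human S1P2 stimulated with S1P; 0% = agonist at EC80 alone and 100% = agonist plus reference antagonist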
# Target sequence (O95136 whole entry, looked up): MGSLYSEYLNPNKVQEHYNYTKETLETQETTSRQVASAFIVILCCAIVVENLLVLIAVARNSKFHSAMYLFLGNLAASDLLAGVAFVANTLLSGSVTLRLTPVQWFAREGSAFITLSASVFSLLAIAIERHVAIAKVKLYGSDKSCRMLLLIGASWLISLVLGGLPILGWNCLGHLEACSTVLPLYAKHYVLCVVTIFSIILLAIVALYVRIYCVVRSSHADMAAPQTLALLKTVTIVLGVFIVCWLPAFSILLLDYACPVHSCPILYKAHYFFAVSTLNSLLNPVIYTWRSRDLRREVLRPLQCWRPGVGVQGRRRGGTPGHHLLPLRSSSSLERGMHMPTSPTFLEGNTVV
# DAT uptake mod – changed human dopamine transporter uptake under cocaine IC80; LLC-PK1 hDAT cells, [14C]-dopamine uptake with cocaine IC80; actives deviate in either direction; B-score at 10 µM; 110,000 tested, 1.3% active;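 active = Z score or B-score, a plate-position-corrected score, falls beyond the plate's 99.7% confidence bounds, in either direction; inactive = both scores lie inside the 99.7% bounds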;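 note: scored against the spread of the other compound wells on the same plate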
# Target sequence (Q01959 whole entry, looked up): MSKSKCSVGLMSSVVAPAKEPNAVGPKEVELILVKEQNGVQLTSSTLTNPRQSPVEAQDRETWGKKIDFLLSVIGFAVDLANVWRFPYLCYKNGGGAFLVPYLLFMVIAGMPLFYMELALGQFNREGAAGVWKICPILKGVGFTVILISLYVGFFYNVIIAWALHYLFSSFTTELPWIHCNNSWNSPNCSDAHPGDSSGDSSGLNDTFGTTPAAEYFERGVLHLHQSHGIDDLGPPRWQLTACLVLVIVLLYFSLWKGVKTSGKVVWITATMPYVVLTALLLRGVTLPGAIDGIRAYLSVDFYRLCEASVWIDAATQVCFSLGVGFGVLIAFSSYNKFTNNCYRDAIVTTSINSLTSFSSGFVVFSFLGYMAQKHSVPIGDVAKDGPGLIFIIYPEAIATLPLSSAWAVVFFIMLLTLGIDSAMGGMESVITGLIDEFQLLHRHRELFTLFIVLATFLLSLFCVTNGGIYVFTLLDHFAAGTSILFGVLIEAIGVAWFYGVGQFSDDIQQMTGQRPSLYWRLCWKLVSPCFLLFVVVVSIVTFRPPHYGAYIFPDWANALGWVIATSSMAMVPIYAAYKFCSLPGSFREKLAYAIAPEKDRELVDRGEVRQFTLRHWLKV
# S1P2 ag – activates the human S1P2 receptor. S1P2-expressing cell line, agonist reporter read-out. activation, % at 4.5 µM. 97,000 tested, 0.46% active. AID 729; in the data active = activation above about 16%;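 note: 0% = vehicle low control and 100% = maximal reference agonist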
# PostGolgi ctrl – inhibits growth of the yeast control strain; efflux-deficient yeast background strain, growth absorbance A615, 16 h; inhibition, % at 10 µM; 98,000 tested, 5% active; AID 738
# HUVEC inhibit – blocks proliferation of human endothelial cells; HUVEC proliferation, CellTiter-Glo luminescence, 72 h; stronger effect = lower value; viability, % at 10 µM (by protocol); 86,000 tested, 1.1% active;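 active = viability at or below 30%; inactive = viability above 30%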;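 note: 100% = median luminescence of DMSO-only cell control wells on each plate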
# E coli WT exp – E. coli BW25113 growth inhibition, expanded screen; 98,000 tested, 0.15% active; growth inhibition, % at 100 µM; OD600 absorbance;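 active = growth inhibition above about 50% at one test dose, limit read from the data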;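 note: growth measured after 20 h incubation at 37 °C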
# H69AR growth 86K – blocks growth of human H69AR lung tumor cells | 85,000 tested, 6% active | H69AR lung tumor viability, ATP luminescence, 72 h; stronger effect = lower value | viability, % at 10 µM;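 active = viability at or below 40%; inactive = viability above 40%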;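 note: multidrug resistant small cell line overexpressing MRP-1 efflux transporter; 100% = mean luminescence of untreated control wells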
# PostGolgi yeast – growth inhibition of a yeast mutant, post-Golgi transport screen. 98,000 tested, 0.9% active. post-Golgi transport phenotypic cell assay. inhibition, % at 10 µM. AID 739;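 note: yeast cells grown in 1536-well plates; yeast grown about 18 h at 30C before absorbance read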
# * marks the source's active call; other numbers are inactive results; nt = not tested or not shown. Cut-off read from the data, not from the text of the source, unless noted: active = inhibition above about 30%; inactive = the rest.
# Start of the listing, in advance, 15 compounds:
SMILES,Fibroblast inh,S1P2 antag,DAT uptake mod,S1P2 ag,PostGolgi ctrl,HUVEC inhibit,E coli WT exp,H69AR growth 86K,PostGolgi yeast
O=C1CCc2cc(S(=O)(=O)NC(Cc3ccccc3)C(=O)NC3CCCC3)ccc2N1 (configuration not stated),91,7,-0.44,-1,4,102,-1,98,2
COc1ccc(-c2nnn(CCc3nn[nH]n3)n2)cc1OC,97,-7,-1.3,-5,13,121,-1,90,-7
C=C(C)Cn1c(N2CC(C)CC(C)C2)nc2c1c(=O)[nH]c(=O)n2C (configuration not stated),100,nt,0.89,nt,nt,85,nt,88,nt
NS(=O)(=O)c1ccc(NC(=O)NC2CCCCC2)cc1,nt,-19,nt,-4,6,nt,-3,nt,22
COc1cc2c(C#N)c(N3CCc4ccccc4C3)nc(N)c2c(N)n1,68,-10,0.5,-2,77*,71,-14,65,27
COc1cc(C(=O)N2CCCc3ccccc32)cc(OC)c1OC,112,-12,-0.59,-5,nt,89,nt,25*,nt
Cn1c(SCCOc2cccc(Cl)c2)nnc1-c1ccncc1,103,-9,-0.081,-4,11,86,2,82,15
COc1ccc(CCNC(=O)C23CN(Cc4ccccc4)CC2C(c2cccc([N+](=O)[O-])c2)=NO3)cc1 (configuration not stated),nt,4,1.2,-6,2,nt,-13,nt,-12
Cc1onc(-c2c(Cl)cccc2Cl)c1C(=O)Nc1c(C)n(C)n(-c2ccccc2)c1=O,100,12,-0.11,-4,4,88,-18,89,-2
CC1=Nn2c(nnc2-c2ccccc2Cl)SC1,100,7,-0.63,-4,-1,93,4,nt,29
C/C(Cl)=C/CSc1nc2c(c(=O)[nH]c(=O)n2C)n1C(C)C,94,-11,-0.025,0,17,108,5,95,-2
COCCN(C(=O)Cn1nnc2ccccc21)C(C(=O)NC1CCCC1)c1ccc(OC)cc1OC (configuration not stated),99,-8,-0.033,-11,nt,96,nt,87,nt
O=C(O)C(CCCCN1C(=O)C2C3C=CC(C3)C2C1=O)N1C(=O)C2C3C=CC(C3)C2C1=O (configuration not stated),108,11,0.37,-9,11,95,0,96,2
COc1ccc(C(=O)NC2CCN(CC(=O)Nc3cccc(C)c3)CC2)cc1OC,102,-6,0.13,-2,nt,96,nt,98,nt
O=C1COc2ccc(C(=O)CSc3nnc(-c4cccs4)n3Cc3ccccc3)cc2N1,92,16,-0.93,-6,9,84,-4,64,-2

# The listing, repeating the preview:
SMILES,Fibroblast inh,S1P2 antag,DAT uptake mod,S1P2 ag,PostGolgi ctrl,HUVEC inhibit,E coli WT exp,H69AR growth 86K,PostGolgi yeast
O=C1CCc2cc(S(=O)(=O)NC(Cc3ccccc3)C(=O)NC3CCCC3)ccc2N1 (configuration not stated),91,7,-0.44,-1,4,102,-1,98,2
COc1ccc(-c2nnn(CCc3nn[nH]n3)n2)cc1OC,97,-7,-1.3,-5,13,121,-1,90,-7
C=C(C)Cn1c(N2CC(C)CC(C)C2)nc2c1c(=O)[nH]c(=O)n2C (configuration not stated),100,nt,0.89,nt,nt,85,nt,88,nt
NS(=O)(=O)c1ccc(NC(=O)NC2CCCCC2)cc1,nt,-19,nt,-4,6,nt,-3,nt,22
COc1cc2c(C#N)c(N3CCc4ccccc4C3)nc(N)c2c(N)n1,68,-10,0.5,-2,77*,71,-14,65,27
COc1cc(C(=O)N2CCCc3ccccc32)cc(OC)c1OC,112,-12,-0.59,-5,nt,89,nt,25*,nt
Cn1c(SCCOc2cccc(Cl)c2)nnc1-c1ccncc1,103,-9,-0.081,-4,11,86,2,82,15
COc1ccc(CCNC(=O)C23CN(Cc4ccccc4)CC2C(c2cccc([N+](=O)[O-])c2)=NO3)cc1 (configuration not stated),nt,4,1.2,-6,2,nt,-13,nt,-12
Cc1onc(-c2c(Cl)cccc2Cl)c1C(=O)Nc1c(C)n(C)n(-c2ccccc2)c1=O,100,12,-0.11,-4,4,88,-18,89,-2
CC1=Nn2c(nnc2-c2ccccc2Cl)SC1,100,7,-0.63,-4,-1,93,4,nt,29
C/C(Cl)=C/CSc1nc2c(c(=O)[nH]c(=O)n2C)n1C(C)C,94,-11,-0.025,0,17,108,5,95,-2
COCCN(C(=O)Cn1nnc2ccccc21)C(C(=O)NC1CCCC1)c1ccc(OC)cc1OC (configuration not stated),99,-8,-0.033,-11,nt,96,nt,87,nt
O=C(O)C(CCCCN1C(=O)C2C3C=CC(C3)C2C1=O)N1C(=O)C2C3C=CC(C3)C2C1=O (configuration not stated),108,11,0.37,-9,11,95,0,96,2
COc1ccc(C(=O)NC2CCN(CC(=O)Nc3cccc(C)c3)CC2)cc1OC,102,-6,0.13,-2,nt,96,nt,98,nt
O=C1COc2ccc(C(=O)CSc3nnc(-c4cccs4)n3Cc3ccccc3)cc2N1,92,16,-0.93,-6,9,84,-4,64,-2
COC(=O)c1cc2c(C)c(C)c3ccccn3c-2c1C(=O)OC,nt,-10,-9.1*,0,24,nt,-9,nt,27
O=C(C1Cc2ccccc2CN1S(=O)(=O)c1cccs1)N1CCCCC1 (configuration not stated),101,-5,0.58,-5,7,97,-2,76,8
COc1cc(OC)cc(-n2nc(C(=O)N3CC(C)CC(C)C3)c3ccccc3c2=O)c1 (configuration not stated),95,-18,0.17,-7,nt,102,nt,74,nt
COC(=O)c1cc2ccsc2n1Cc1nc(-c2ccc(Cl)cc2)oc1C,76,13,0.71,-3,4,102,0,68,1
COc1ccccc1C(=O)Nc1ccc(NC(=O)c2ccco2)c(C)c1,91,21,0.33,-7,10,85,4,68,-9
CCc1ccc(S(=O)(=O)NC(CC(=O)O)c2ccccc2)cc1 (configuration not stated),nt,3,-0.7,-8,4,nt,-17,nt,11
CCCNC(=O)c1c(N)n(-c2ccc3c(c2)OCO3)c2nc3ccccc3nc12,7.6*,14,0.49,0,2,46,0,8.6*,-2
O=C(Nc1ccc(N2CCOCC2)c(Cl)c1)c1cc(F)c(F)cc1Cl,105,-23,0.8,-3,7,97,-4,72,2
Cc1nc(CN2CCOCC2)cc(=O)[nH]1,nt,-6,-1.3,6,3,nt,-1,nt,-2
COc1cccc(C(=O)N/N=C2\SCC(=O)N2Cc2ccc3c(c2)OCO3)c1,nt,14,0.73,-5,8,nt,-3,nt,-25
# Further entries.
SMILES,Fibroblast inh,S1P2 antag,DAT uptake mod,S1P2 ag,PostGolgi ctrl,HUVEC inhibit,E coli WT exp,H69AR growth 86K,PostGolgi yeast
CCOC(=O)C1CCN(C(=O)CN(c2cccc(OC)c2)S(=O)(=O)c2ccccc2)CC1,98,0,0.27,-3,12,93,-1,98,-7
CCOC(=O)C1CCN(CCC(=O)Nc2ccccc2)CC1,94,10,0.14,-5,nt,86,nt,88,nt
Cn1c(=O)c2c(SCc3ccccn3)nc(C3CC3)nc2n(C)c1=O,78,nt,0.3,nt,20,82,-5,61,-5
O=C(/C=C/NNC(=O)c1ccccc1)c1ccc(Br)cc1,59,-1,0.32,-7,12,73,8,34*,5
COc1ccc2cc3cc(C(=O)NCc4cccs4)oc3nc2c1,85,3,-0.38,-7,-1,65,-1,49,0
CN(C)c1ccc(-c2ccccc2)nn1,104,9,-0.11,-3,6,85,7,82,0
CC(C)(C)C1CCc2c(sc(NC(=O)c3cc(C4CC4)on3)c2C#N)C1 (configuration not stated),90,17,-1.3,-1,-3,79,-6,72,-8
COc1ccccc1NC(=O)C(C)Sc1nnnn1C (configuration not stated),95,nt,-1.1,nt,nt,108,nt,94,nt
Cc1ccc2cccc(NC(=S)NC(=O)c3ccn(C)n3)c2n1,88,3,0.88,-3,nt,82,nt,63,nt
CCS(=O)(=O)N1CCC(C(=O)NCCCN2CCCCCC2)CC1,98,9,-0.38,-8,6,105,8,95,-8
CCOC(=O)C1CCCN(Cc2ccccc2OCC)C1 (configuration not stated),102,16,-0.57,-7,9,104,-4,89,5
Cn1c(CC(=O)Nc2ccccc2)nnc1SCCOc1ccccc1,97,0,0.05,-4,4,92,1,97,5
COc1cc(C#CC#CCN2CCCCC2)ccc1O,94,15,0.29,-4,0,98,34,3.6*,-13
Cc1c(NC(=O)c2cc(C3CC3)on2)c(=O)n(-c2ccccc2)n1C,102,-11,-1.6,-5,-6,102,-13,90,-7
CN1OC(CC(=O)O)N(c2ccc(Cl)cc2)C1=O (configuration not stated),106,17,-0.45,-4,-2,102,-3,88,22
Cc1cc(C(=O)OCC(=O)NCCC(C)C)c2ccccc2n1,105,5,0.46,-5,5,100,11,95,-5
Cc1ccc2c3c1C(=O)C(=O)N3C(C)(C)CC2C (configuration not stated),nt,-1,0.078,1,4,nt,7,nt,-3
CCOC(=O)NCc1ccc(S(=O)(=O)Nc2c(C)cccc2C)cc1,94,-17,0.19,-9,9,96,2,100,18
COc1ccccc1NC(=O)N(Cc1ccco1)Cc1cc2ccc(C)c(C)c2[nH]c1=O,55,-8,2.6*,-9,41*,59,-11,17*,11
COc1ccc(C(C(=O)OCCN(C)C)c2ccccc2)cc1 (configuration not stated),nt,7,-0.63,-6,2,nt,6,nt,6
Cc1cccnc1N(C(=O)Nc1ccccc1)C1=NCC(C)(C)S1,95,9,0.84,-4,2,104,0,84,5
Cc1cc(C)nc(SCc2nnc(SCC(=O)N3CCOCC3)o2)n1,101,-32,-0.59,-3,-1,98,3,68,-16
CCC1(CC)Cc2ccccc2-c2nc3ccccc3c(=O)n21,101,-12,-0.41,-4,8,102,1,89,-7
CC1=C(C(=O)OCc2ccccc2)C(c2ccoc2)C(C#N)=C(N)O1 (configuration not stated),101,8,0.53,-4,8,100,0,82,-10
O=C(Oc1ccc(OC(=O)N2CCOCC2)cc1)c1ccccc1,96,-14,0.76,0,4,102,5,110,-10
# (further entries)
SMILES,Fibroblast inh,S1P2 antag,DAT uptake mod,S1P2 ag,PostGolgi ctrl,HUVEC inhibit,E coli WT exp,H69AR growth 86K,PostGolgi yeast
CCOc1ccccc1N1CCN(C(=O)c2ccncc2)CC1,nt,0,-1.5,-1,0,nt,4,nt,2
Cn1cc(Br)cc2nc(C(F)(F)F)nc1-2,92,-14,-0.041,0,7,81,2,97,3
Cn1c(SCC(=O)Nc2ccccc2F)nnc1-c1ccc(S(=O)(=O)N2CCOCC2)cc1,97,15,0.52,-9,-2,100,2,101,-4
O=c1cc(-c2ccccc2)[nH]n1-c1nc2ccccc2s1,86,6,0.54,-5,7,72,10,42,-3
O=C(c1ccc(CS(=O)(=O)c2cccc(C(F)(F)F)c2)o1)N1CCN(c2ccccn2)CC1,100,-8,-0.33,-5,8,104,2,79,5
CCn1c(CNc2ccc(F)cc2)nnc1SCC(=O)Nc1ccccc1OC,104,-3,0.058,-4,nt,102,nt,94,nt
Cc1ccc(-c2nc(N/N=C/c3ccncc3)c3ccccc3n2)cc1,57,2,0.044,0,20,59,-4,49,-4
COc1ccc(NC(=S)NCCc2c[nH]c3ccc(OC)cc23)c(OC)c1,nt,5,0.71,-4,9,nt,-2,nt,-4
COc1ccc(-c2noc(CCC(=O)NC3CCN(Cc4ccccc4)CC3)n2)cc1,96,-19,0.37,-4,-6,85,6,98,-1
O=C(CC1(O)C(=O)Nc2ccccc21)c1ccccc1 (configuration not stated),97,-8,0.064,-5,0,91,6,70,0
O=C(O)CSc1nnc(-c2ccccc2O)n1Cc1ccccc1,101,15,0.43,-3,10,103,-3,90,4
